PolyA inhibitor – yeast polyadenylation inhibition; actives 0.02% (n = 300,000); S. cerevisiae SKY197-pL101 polyadenylation reporter, beta-gal luminescence; efflux-impaired pdr1/pdr3 knockout yeast; score 100 = 6 SD above DMSO; calls only at 12 µM;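 active means lowest replicate activity score at least 50, where 100 means six control SD above control mean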;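 further: yeast exposed to compound for 9 h at 30 °C; higher score means more reporter readthrough which indicates perturbed polyadenylation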
AI-2 QS mod – modulates the Vibrio harveyi AI-2 quorum sensing system; Vibrio harveyi JMH597 AI-2 luminescence/OD600 ratio, 9 h; hits give low values; strain lacks LuxN and CqsS sensors; 0 = neutral-control median; activity change, % at 7.5 µM; actives 0.4% (n = 300,000); AID 2094; in the data active means activity change below about -75%, passing the limit was not always enough;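 further: luminescence divided by OD600 gain over 9 h not by final OD600 alone; inactives centre near 13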
HSF1 inhib – HSF1 inhibition. NIH3T3-HGL HSE-luciferase, MG132-induced, luminescence 8 h; hits give low values. activity change, negative = inhibition, % at 7.5 µM (by protocol). actives 0.77% (n = 300,000). AID 2098;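 active means more than half of replicate wells show activity change below -50%, luminescence cut by over half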;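 further: luciferase reports HSF-1 transcriptional activity via heat shock element; 0% = median of DMSO wells and -100% = zero luminescence signal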
aSyn UTR inh – 5' untranslated region of α-synuclein, MLPCN primary screen; alpha-synuclein 5'UTR reporter, inhibitor activity; inhibition, % (tested at 7.5 µM); actives 0.82% (n = 300,000); AID 1813; in the data active means inhibition above about 60%;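 further: H4 neuroglioblastoma cells stably carrying SNCA 5'UTR luciferase fusion; 0% = DMSO wells and 100% = positive control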
GSK3beta inhib – human GSK3beta kinase inhibition; activity score (negative = inhibition), % at 10 µM; AID 2097; GST-GSK3beta kinase, ADP-Glo luminescence, 60 min; hits give low values; actives 0.038% (n = 300,000);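 active means more than half of replicate wells score below -50%, meaning over 50% inhibition versus plate controls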;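 further: 0% = median DMSO wells and -100% = median GW8510 positive control wells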
Target sequence (P49841 whole entry, looked up): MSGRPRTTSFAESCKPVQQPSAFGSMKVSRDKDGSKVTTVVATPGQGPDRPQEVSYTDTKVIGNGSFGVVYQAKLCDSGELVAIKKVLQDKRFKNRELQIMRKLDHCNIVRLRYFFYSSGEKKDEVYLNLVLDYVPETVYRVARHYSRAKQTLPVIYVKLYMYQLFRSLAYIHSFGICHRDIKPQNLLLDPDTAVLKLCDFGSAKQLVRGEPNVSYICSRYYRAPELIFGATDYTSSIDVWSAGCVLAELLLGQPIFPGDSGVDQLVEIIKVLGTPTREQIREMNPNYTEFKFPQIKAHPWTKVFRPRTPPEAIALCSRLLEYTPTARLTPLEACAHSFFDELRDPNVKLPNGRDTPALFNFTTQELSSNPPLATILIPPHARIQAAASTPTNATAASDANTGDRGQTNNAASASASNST
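Test system: GST-tagged human GSK3beta kinase, cell-free; evaluation: activity score scaled between in-plate DMSO and GW8510 controls; measured by: ADP-Glo luminescence; incubation: 60 min reaction, RT; benchmarks: DMSO and 20 µM GW8510; reagent: peptide substrate plus 25 µM ATP (final); medium: Tris/MgCl2 kinase buffer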
GSK3 alpha inh – human GSK-3 alpha kinase inhibition; P49840; ADP-Glo luminescence, 60 min; inhibition, % at 10 µM; actives 0.1% (n = 320,000); AID 2650;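 in the data active means inhibition above about 50%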;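 further: GST-tagged GSK-3 alpha with peptide substrate and 25 µM ATP; 0% = DMSO neutral wells and 100% = GW8510 positive control wells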
Target sequence (P49840 whole entry, looked up): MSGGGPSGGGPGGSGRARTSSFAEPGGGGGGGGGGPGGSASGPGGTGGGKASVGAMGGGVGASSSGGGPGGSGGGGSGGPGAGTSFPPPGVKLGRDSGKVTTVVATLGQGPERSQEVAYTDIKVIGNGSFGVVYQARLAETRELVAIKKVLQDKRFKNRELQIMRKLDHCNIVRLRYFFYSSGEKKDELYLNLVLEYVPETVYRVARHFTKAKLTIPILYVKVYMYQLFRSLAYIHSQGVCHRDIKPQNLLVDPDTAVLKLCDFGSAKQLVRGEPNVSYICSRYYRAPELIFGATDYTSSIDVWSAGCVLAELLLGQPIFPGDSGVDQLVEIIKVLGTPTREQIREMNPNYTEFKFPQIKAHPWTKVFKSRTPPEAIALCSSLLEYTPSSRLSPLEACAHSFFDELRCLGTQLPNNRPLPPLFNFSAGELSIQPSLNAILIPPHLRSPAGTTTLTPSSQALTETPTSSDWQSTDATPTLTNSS
HSF1 activator – increases HSF-1 driven luciferase reporter signal. NIH3T3-HGL HSF-1 luciferase reporter, MG132, 8 h; 100% = twice DMSO control signal. activation, % at 9 µM. actives 1.7% (n = 300,000). AID 504408;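 active means mean replicate activation of at least 50% with a set share of replicates each reaching 50%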;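 further: 0% = median of the neutral control wells and 100% = twice that signal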
IEC-6 cytotox – kills IEC-6 intestinal cells in KLF5 counter-screen | actives 0.78% (n = 290,000) | IEC-6 cytotoxicity, luminescence viability | inhibition, % at 5 µM; in the data active means inhibition above about 22%;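 further: 0% = plate median of test compound wells and 100% = cytotoxic reference compound wells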
HSP90 inh – inhibitors of HSP90 luciferase refolding in rabbit reticulocyte lysate; actives 0.91% (n = 290,000); luciferase refolding luminescence, 3 h; inhibition, % at 5.6 µM;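 active means inhibition above the screen-wide mean plus 3 SD, computed separately per campaign, cut at about 16% in these data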;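 further: 0% = DMSO wells and 100% = 60 µM geldanamycin wells; inhibitors lower the luminescence because luciferase stays unfolded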
KLF5 inhibitor – kruppel-like factor 5 inhibition; DLD-1 KLF5 promoter-luciferase reporter, luminescence; actives 0.23% (n = 290,000); AID 1700; inhibition, % at 5 µM;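 active means inhibition above a per-plate limit of that plate's mean compound inhibition plus 3 SD, cut at about 60% in these data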;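 further: 0% = DMSO wells and 100% = LY294002 at 200 µM; higher means less KLF5 promoter-driven luciferase light; inactives centre near -14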
Starred values were filed as active, the others as inactive; i = inactive; x = no result given. These rows are one share of the data, so the mix of outcomes need not match the whole.

SMILES	PolyA inhibitor	AI-2 QS mod	HSF1 inhib	aSyn UTR inh	GSK3beta inhib	GSK3 alpha inh	HSF1 activator	IEC-6 cytotox	HSP90 inh	KLF5 inhibitor
CC(CN1CCC(n2nccc2NC(=O)CCCc2ccccc2)CC1)c1ccccc1 (centres undefined)	i	22	7	16	2	-2	40	-1	-7	-33
Cc1ccnc(NC(=O)C2CCCN(S(=O)(=O)c3ccc4[nH]c(=O)ccc4c3)C2)c1 (centres undefined)	i	18	1	14	1	1	1	-10	-1	-23
CCCOc1ccc(C2C(C(=O)c3ccc(C)o3)=C(O)C(=O)N2CCN2CCOCC2)cc1OC (centres undefined)	i	31	-5	21	2	-4	-6	4	-3	-25
CC(=O)N1CCN(CCN2C(C)=CC(=C(C#N)C#N)C=C2C)CC1	i	8	-8	-16	2	-3	-7	-3	1	-1
CCn1cc(C(=O)O)c(=O)c2cc(F)c(N3CCN(C(=O)Nc4ccccc4)CC3)cc21	i	4	-26	-1	1	0	-30	0	2	-22
COc1ccc(C(=O)Nc2ccc(NC(=O)c3cccs3)cn2)cc1	i	38	0	-56	1	4	25	5	0	-25
N#CCCN(C(=O)COC(=O)CCc1c[nH]c2ccccc12)c1ccc(F)cc1	i	4	4	15	0	x	-1	x	x	x
COc1ccc(-n2nnc3c(=O)n(CC(=O)N4CCCCC4)cnc32)cc1	i	24	15	8	-1	-1	39	-3	-7	-30
C=C1CCN([C@@H](Cc2ccccc2)C(=O)N2CCOCC2)S(=O)(=O)c2ccccc21	i	13	0	-8	-1	1	-2	x	x	x
CCN(CCO)c1ccc(NC(=S)Nc2cccc(S(=O)(=O)N(C)C)c2)cc1	i	23	3	-13	-1	-1	11	-4	4	-11
NCCc1nnc(SCc2c(F)cccc2Cl)o1	i	-4	-8	-61	0	3	-14	-5	-2	-12
O=c1c2c(nc3cc(-c4ccc(Cl)cc4)[nH]n13)CCS2	i	28	4	-132	0	0	28	4	-5	-23
O=C(c1ccc(NS(=O)(=O)c2ccc3c(c2)OCCO3)cc1)N1CCCCC1	i	22	-4	-11	2	1	27	2	2	-2
NC(=O)CN1C(=O)C(=O)N(Cc2ccc(Cl)cc2)C1=O	i	7	2	21	-1	-2	26	-4	-3	-26
COc1ccc(CCNC(=O)C(=O)NCC2OCCN2S(=O)(=O)c2ccc3c(c2)OCCO3)cc1OC (centres undefined)	i	31	-2	15	0	0	3	-3	-4	-20
CC(=O)Nc1ccc(S(=O)(=O)NC2(C(F)(F)F)N=C(c3ccccc3)NC2=O)cc1 (centres undefined)	x	17	-1	15	1	-2	0	-7	-2	-27
Cc1ccc(C)c(NC(=O)CCC(=O)N/N=C/c2ccc3c(c2)OCO3)c1	i	11	-6	-12	0	0	2	2	-4	-9
C=CCNC(=O)Nc1cc(Cl)ccc1OC	i	-3	-4	18	-1	-1	5	0	-1	-11
CCCC1=Nc2cc(C(=O)NCCCN3CCOCC3)ccc2Sc2ccccc21	i	-2	2	4	6	0	2	1	-4	-37
CC(=O)c1ccc(N2CCCC2)c(F)c1	i	17	4	-41	-2	-1	17	-1	2	-30
COC(=O)Cc1ccc(NC(=S)Nc2ccc(N3CCOCC3)cc2)cc1	i	-4	-24	-23	2	-2	-21	0	4	-11
CCc1ccc(NCc2nc3ccccc3c(=O)[nH]2)cc1	i	9	15	-138	0	2	23	-4	2	-22
CN1CC(=O)N(C)c2nc(Br)n(C)c2C1=O	i	19	x	21	1	4	x	2	2	-23
Cc1sc2ncn(CC(=O)NCC(=O)N3CCN(c4ccccc4F)CC3)c(=O)c2c1C	i	23	-3	23	2	-2	-12	-4	0	-1
Cc1cccc2c(=O)c(-c3ccc4c(c3)OCO4)c(NC(=O)c3ccco3)oc12	i	27	-6	1	3	-1	5	-8	-3	-14
(further entries)
SMILES	PolyA inhibitor	AI-2 QS mod	HSF1 inhib	aSyn UTR inh	GSK3beta inhib	GSK3 alpha inh	HSF1 activator	IEC-6 cytotox	HSP90 inh	KLF5 inhibitor
O=C(NCc1ccccc1Cl)c1ccc2nc[nH]c2c1	i	17	-1	10	0	-3	10	-1	-4	-22
Cc1ccc(S(=O)(=O)Cc2ccc(C(=O)N3CCN(c4ccc(F)cc4)CC3)o2)cc1	i	12	4	9	3	0	16	5	-1	23
Oc1ccc(Br)cc1CNn1cnnc1	i	22	-1	-15	-5	1	4	1	1	-13
O=C(c1cccc([N+](=O)[O-])c1)N1CCN(c2ccccn2)CC1	i	6	-10	22	0	-2	4	-2	-3	-29
CCOc1nc(Nc2ccc(OC)c(Cl)c2)nc(OCC)n1	i	-4	3	21	-5	3	-2	6	2	-12
Cc1ncc(CO)c2cc(S(=O)(=O)c3ccc(F)cc3)c(=O)oc12	i	19	3	-14	-1	1	0	-5	-4	-9
CC(C)COc1cc(=O)[nH]c(SCC(C)C)n1	i	5	-1	36	-1	0	8	4	2	2
CC(=O)Nc1ccc(C(=O)OCCc2ccccc2)cc1	i	x	22	-3	x	-1	56*	2	-4	-59
CN1CCN(C(=O)c2ccc3c(c2)N(C)C(=O)/C(=C/c2cccc(Cl)c2)S3)CC1	x	6	1	-35	1	x	-4	2	0	6
O=C(CSc1ccc(Br)cc1)N1CCN(S(=O)(=O)c2ccccc2)CC1	i	32	14	13	-5	-2	31	-7	1	-13
Cc1cc2c(cc1S(=O)(=O)N1CCN(c3cccc(C(F)(F)F)c3)CC1)OCC(=O)N2	i	162	-1	-1	-1	x	-9	-2	5	-4
COC(=O)NCc1cccc(CNC(=O)OC)c1	i	6	2	16	3	0	-14	-7	-4	-24
O=c1[nH]n2c(=O)c3c([nH]c2c1N=Nc1ccccc1)CCC3	i	21	-8	15	2	1	11	-2	-2	-15
CC(C)n1nnnc1SCC(=O)Nc1ccccc1N1CCOCC1	i	2	-2	29	0	-3	3	x	x	x
COc1ccc(CC2(CO)CCN(S(=O)(=O)c3sccc3C)CC2)cc1	i	30	-1	20	2	-2	-6	0	-1	-10
C=CCn1c(-c2cc(-c3ccccc3)sc2N)n[nH]c1=S	i	14	146	6	2	2	174*	-12	1	-28
CCCC(=O)Nc1nc(-c2ccc(OC)cc2)cs1	i	24	22	-123	0	-3	19	-2	-4	-105
CC(=O)Oc1ccc2c(=O)c(/C=N/c3cc(=O)[nH]c(=S)[nH]3)coc2c1	i	41	3	0	-2	3	10	3	3	10
CCOC(=O)c1cnc(SCC(=O)c2ccc3c(c2)OCCO3)nc1N	i	8	0	-12	2	5	3	-9	-1	-17
O=C(CP(=O)(O)CC(=O)c1ccccc1)c1ccccc1	i	24	-3	7	-3	3	-13	-2	4	13
c1ccc(N2CCN(Cc3cn4ccccc4n3)CC2)cc1	i	-2	-3	5	-1	0	15	-3	3	-19
O=C(CSc1nc(NS(=O)(=O)c2ccccc2)cc(=O)[nH]1)Nc1cccc(C(F)(F)F)c1	i	11	5	-19	-2	x	16	-14	-1	11
CCOCCCNS(=O)(=O)c1ccc(-n2cnnn2)c(OC)c1	i	11	0	10	1	-2	7	0	7	-23

Five structures out of the list, arranged by count of non-hydrogen atoms, rising:
SMILES	PolyA inhibitor	AI-2 QS mod	HSF1 inhib	aSyn UTR inh	GSK3beta inhib	GSK3 alpha inh	HSF1 activator	IEC-6 cytotox	HSP90 inh	KLF5 inhibitor
Oc1ccc(Br)cc1CNn1cnnc1	i	22	-1	-15	-5	1	4	1	1	-13
CN1CC(=O)N(C)c2nc(Br)n(C)c2C1=O	i	19	x	21	1	4	x	2	2	-23
O=C(NCc1ccccc1Cl)c1ccc2nc[nH]c2c1	i	17	-1	10	0	-3	10	-1	-4	-22
CC(=O)Nc1ccc(C(=O)OCCc2ccccc2)cc1	i	x	22	-3	x	-1	56*	2	-4	-59
COc1ccc(CCNC(=O)C(=O)NCC2OCCN2S(=O)(=O)c2ccc3c(c2)OCCO3)cc1OC (centres undefined)	i	31	-2	15	0	0	3	-3	-4	-20

Structural class: the compounds so far containing two or more sulfur atoms.
SMILES	PolyA inhibitor	AI-2 QS mod	HSF1 inhib	aSyn UTR inh	GSK3beta inhib	GSK3 alpha inh	HSF1 activator	IEC-6 cytotox	HSP90 inh	KLF5 inhibitor
CCN(CCO)c1ccc(NC(=S)Nc2cccc(S(=O)(=O)N(C)C)c2)cc1	i	23	3	-13	-1	-1	11	-4	4	-11
O=C(CSc1ccc(Br)cc1)N1CCN(S(=O)(=O)c2ccccc2)CC1	i	32	14	13	-5	-2	31	-7	1	-13
COc1ccc(CC2(CO)CCN(S(=O)(=O)c3sccc3C)CC2)cc1	i	30	-1	20	2	-2	-6	0	-1	-10
C=CCn1c(-c2cc(-c3ccccc3)sc2N)n[nH]c1=S	i	14	146	6	2	2	174*	-12	1	-28
O=C(CSc1nc(NS(=O)(=O)c2ccccc2)cc(=O)[nH]1)Nc1cccc(C(F)(F)F)c1	i	11	5	-19	-2	x	16	-14	-1	11

Source: PubChem
